HTT cytoprotect – Huntington cell model cytoprotection by ATP luminescence; PC12 HTT-Q103 induced, cytoprotection, ATP luminescence, 40 h; Potency, µM (titrated, usually from 56.4 µM), for inactives: cytoprotection (ATP increase), hits mostly activators; 230,000 tested, 0.14% active;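 further: % of control where 0% means no effect; nearly all actives have a fitted effect of over 45% in size; toxic huntingtin expression switched on by the ecdysone agonist tebufenozide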
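Readout: ATPlite luminescence (ATP level). Model: stable PC12, inducible Htt exon1 Q103-GFP. Inducer: tebufenozide, 100 nM final. Compounds: dose series. No G418 in medium.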
RGS12 GoLoco inh – inhibitors of human Gai1-RGS12 GoLoco interaction (red fluorophore); P63096; Gai1:RGS12 GoLoco peptide FP, rhodamine, 10 min; Potency, µM (highest dose often 61.6 µM), for the others: at the top dose activity, negative = inhibition, most hits filed as inhibitors; 230,000 tested, 0.44% active; AID 880; active means well fitted inhibition curve with a large enough effect, not every such curve was filed as active; inactive means no such curve, though single readings can be large or run the other way; further: on the % scale 0 is the no-effect control and ±100 the full control effect; nearly all actives have a fitted effect of over 30% in size; many of its hits are not listed in these tables
Target sequence (P63096 whole entry, looked up): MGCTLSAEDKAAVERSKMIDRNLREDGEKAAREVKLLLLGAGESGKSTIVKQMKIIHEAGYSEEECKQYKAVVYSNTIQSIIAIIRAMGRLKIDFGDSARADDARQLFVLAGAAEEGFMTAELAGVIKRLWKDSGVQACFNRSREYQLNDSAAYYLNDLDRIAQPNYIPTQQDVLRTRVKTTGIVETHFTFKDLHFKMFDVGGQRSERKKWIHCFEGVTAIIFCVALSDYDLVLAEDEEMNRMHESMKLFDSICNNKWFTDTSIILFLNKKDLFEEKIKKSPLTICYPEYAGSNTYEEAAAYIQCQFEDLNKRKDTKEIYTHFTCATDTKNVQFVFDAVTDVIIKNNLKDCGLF
GAA glycogen mod – inhibitors or activators of human alpha-glucosidase glycogen cleavage | recombinant GAA, glycogen substrate, Amplex Red glucose oxidase fluorescence | 300,000 tested, 0.38% active | P10253 | Potency, µM (titrated, usually from 76.4 µM), for inactives: at the highest dose activity change, negative = inhibition, hits mostly inhibitors;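 further: 0% = full enzyme reaction and -100% = no-enzyme basal signal; the screen sought inhibitors and activators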
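Recombinant human alpha-glucosidase (4 nM final) hydrolysed bovine liver glycogen (30 ug) for 40 min at 37 C in pH 5.0 citrate/phosphate with 0.01% Tween-20. Released glucose detected by glucose oxidase/Amplex Red, Ex 573/Em 610 nm. Compounds up to 77 uM; AC50 from Hill fits.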
GAA inh – blocks human lysosomal alpha-glucosidase. P10253. 200,000 tested, 0.005% active. Potency, µM (doses to about 76.9 µM), for the others: at the top dose activity change, negative = inhibition, hits mostly inhibitors. purified human GAA, 4-MU-alpha-glucoside fluorescence;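 further: plate controls were uninhibited enzyme wells for no effect and no-enzyme background for full effect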
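Compounds are titrated up to 77 uM against 4 nM human enzyme. Substrate 4-methylumbelliferyl-alpha-D-pyranoside (400 uM) reacts 20 min at room temperature in pH 5.0 buffer; liberated 4-methylumbelliferone is read at 440 nm.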
HttQ103 aggreg – inhibitors of mutant huntingtin aggregate formation in PC12 cells | PC12 HttQ103-GFP aggregates, Acumen cytometry, 40 h | Potency, µM (titrated, usually from 46.1 µM), for inactives: top-dose activity change, negative = inhibition, hits mostly inhibitors | 220,000 tested, 1.1% active; further: on the % scale 0 is the no-effect control and ±100 the full control effect; nearly all actives have a fitted effect of over 60% in size
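PC12 cells stably carrying ecdysone-inducible HTT exon 1 Q103–GFP were induced with tebufenozide (100 nM final) and treated with library compounds in titration. GFP aggregates in lysates were counted by laser scanning cytometry.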
GAA spleen mod – inhibitors or activators of human alpha-glucosidase in spleen homogenate. P10253. human spleen homogenate, 4-MU-alpha-glucoside fluorescence. Potency, µM (doses to about 79.9 µM), for inactives: at the highest dose activity change, negative = inhibition, most hits filed as inhibitors. 240,000 tested, 0.006% active. AID 2112;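 further: 0% = enzyme with vehicle and -100% = no enzyme basal signal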
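Compounds were titrated against alpha-glucosidase in spleen homogenate at pH 5.0, with 1 mM 4-methylumbelliferyl substrate for 40 min at 37 C. Reactions were quenched with pH 10 NaOH/glycine and fluorescence measured.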
IMPase Li inh – IMPase inhibition in cells with lithium potentiation; AID 1457; Potency, µM (titrated, usually from 59.4 µM), inactives show at the highest dose activity, negative = IMPase inhibition, most hits filed as inhibitors; 210,000 tested, 0.35% active; CHO-M1 cells, IP1 TR-FRET (IP-One), carbachol + lithium;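 further: IP1 builds up when IMPase is blocked and the TR-FRET signal falls; plate controls were basal vehicle for no effect and high inhibitor control for full effect; nearly all actives have a fitted effect of over 50% in size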
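Lithium-sensitised IP1 accumulation assay; M1-expressing CHO cells treated 30 min at 37C with compound. Competitive antibody detection by time-resolved FRET followed a 10 min room-temperature lysis step.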
The depositor's hits bear a star; & = joins results of further samples; [ ] = another dose, or the depositor's remark. Unless noted, the call rests on the fitted dose curve; in most records, active means well fitted curve in the direction sought with a large enough effect; inconclusive means small, poorly fitted or top-dose-only effect, or another doubt; inactive means no such curve, though single readings can be large; an effect the other way counts as inactive or inconclusive. Potency means the concentration at half of the fitted maximal effect. These rows are one share of the data, so the mix of outcomes need not match the whole.

For Cc1ccc(C(=O)c2c(NC(=O)c3ccccc3)sc(C)c2C)cc1 the results were HTT cytoprotect -31%, RGS12 GoLoco inh -5%, GAA glycogen mod 6%, GAA inh 4%, HttQ103 aggreg -14%, GAA spleen mod -1% and IMPase Li inh -11%[38.3 µM].
CC(C)(C)CC(C)(C)c1ccc(OCC(=O)N/N=C/c2ccc(S(=O)(=O)O)o2)cc1 was read as HTT cytoprotect 10%[10 µM], RGS12 GoLoco inh -8%, GAA glycogen mod -12%, HttQ103 aggreg 2%[9.22 µM] and GAA spleen mod 5%.
Screening CCOC(=O)c1cnc(=O)[nH]c1C returned HTT cytoprotect 13%[0.074 µM], RGS12 GoLoco inh 0%, GAA glycogen mod -1%, GAA inh -1%, HttQ103 aggreg 4%, GAA spleen mod -3% and IMPase Li inh -7%[38.3 µM].
Screening O=C(CSc1nc2ccccc2c(=O)n1-c1ccc(F)cc1)Nc1ccc2c(c1)CCC2 returned HTT cytoprotect 26%[10 µM], RGS12 GoLoco inh -8%, GAA glycogen mod 7%, GAA inh -5%, HttQ103 aggreg -5%, GAA spleen mod -4% and IMPase Li inh 5%.
`COc1ccc(-c2cc3ncc(-c4ccccc4)c(N)n3n2)cc1` gave HTT cytoprotect -44%[inhibitor], RGS12 GoLoco inh 9%, GAA glycogen mod 0%, GAA inh 4%, HttQ103 aggreg 7%, GAA spleen mod -1% and IMPase Li inh 19%.
Screening Cc1ccc(CNC(=O)CN(C)S(=O)(=O)c2cccc3cccnc23)cc1 returned HTT cytoprotect -24%, RGS12 GoLoco inh 8%, GAA glycogen mod -6%, GAA inh -8%[15.4 µM], HttQ103 aggreg 11%, GAA spleen mod 2% and IMPase Li inh 14%[38.3 µM].
For O=C(Nc1ccc2ccccc2c1)[C@H]1C[C@@H]1[C@H](NP(=O)(c1ccccc1)c1ccccc1)c1ccccc1 the results were HTT cytoprotect -4%, RGS12 GoLoco inh 6%, GAA spleen mod -8% and IMPase Li inh -13%.
Screening CCCCN1CC(O)=C(c2nc(-c3ccc(Cl)cc3)cs2)C1=N returned HTT cytoprotect -28%[10 µM], RGS12 GoLoco inh 13%, GAA glycogen mod -13%, GAA inh 6%, HttQ103 aggreg 21%, GAA spleen mod 4% and IMPase Li inh 7%[38.3 µM].
Screening COC(=O)C1=C(C)NC(=O)/C1=C\c1cc(C)n(-c2cccc(C)c2)c1C returned HTT cytoprotect 22%, RGS12 GoLoco inh 2%, GAA glycogen mod 0%, GAA inh -9%, HttQ103 aggreg 14%, GAA spleen mod -1% and IMPase Li inh 47%[activator][38.3 µM].
For C[C@@H](Nc1nc(-c2ccccc2)nc2c1oc1ccccc12)C(=O)O the results were HTT cytoprotect -28%, RGS12 GoLoco inh 10%, GAA glycogen mod 21%, GAA inh inconclusive, HttQ103 aggreg -9%[9.22 µM], GAA spleen mod -14% and IMPase Li inh -24%[38.3 µM].
Screening CNCCCC1c2ccccc2C=Cc2ccccc21 returned HTT cytoprotect inconclusive, RGS12 GoLoco inh 12%, GAA glycogen mod 1%, GAA inh -5%[15.4 µM], HttQ103 aggreg -12%, GAA spleen mod -12% and IMPase Li inh 27%&32%&24%.
COc1ccc(-c2nnc(SCc3nc4ccccc4c(=O)[nH]3)o2)cc1 was read as HTT cytoprotect 2%[10 µM], RGS12 GoLoco inh 0%, GAA glycogen mod -1%, GAA inh 5%[15.4 µM], HttQ103 aggreg 19%[9.22 µM] and GAA spleen mod -2%.
`CCC(C)(C)C(=O)Nc1cc([N+](=O)[O-])ccc1Cl` gave HTT cytoprotect 10%[10 µM], RGS12 GoLoco inh -3%, GAA glycogen mod 11%, GAA inh 2%, HttQ103 aggreg -13%, GAA spleen mod 3% and IMPase Li inh -5%.
Screening COC(=O)C1=C(C)N(CC2CCCO2)C(=O)/C1=C\c1ccc(O)cc1 (centres undefined) returned HTT cytoprotect -37%, RGS12 GoLoco inh -4%, GAA glycogen mod inconclusive, GAA inh -14%, HttQ103 aggreg 21%, GAA spleen mod -9% and IMPase Li inh 18%[38.3 µM].
For CCOC(=O)c1cnn(-c2ccccc2)c1NC(=O)c1cccs1 the results were HTT cytoprotect 0%, RGS12 GoLoco inh 4%, GAA glycogen mod -8%, GAA inh -4%, HttQ103 aggreg 20%[9.22 µM], GAA spleen mod -6% and IMPase Li inh 3%[38.3 µM].
For O=C(COC(=O)c1sc2ccccc2c1Cl)NCC1CCCCC1 the results were HTT cytoprotect -15%[10 µM], GAA glycogen mod 7%, GAA inh 3%, HttQ103 aggreg 4% and GAA spleen mod 0%.
Screening O=C(O)CCCn1nc(-c2ccccc2)c2ccccc21 returned HTT cytoprotect -13%, RGS12 GoLoco inh 5%, GAA glycogen mod 3%, GAA inh 1%, HttQ103 aggreg -3%, GAA spleen mod -3% and IMPase Li inh -1%[38.3 µM].
N#C/C(=C\c1ccco1)C(=O)Nc1cccc2ncccc12 was read as HTT cytoprotect -1%[10 µM], RGS12 GoLoco inh -1%, GAA glycogen mod 5%, GAA inh -6%, HttQ103 aggreg 1%, GAA spleen mod -1% and IMPase Li inh 1%.
O=C/C(=C\Nc1ccccn1)c1nc2cc(Cl)ccc2o1 was read as HTT cytoprotect -2%[1.9 µM], RGS12 GoLoco inh 99%[activator], GAA glycogen mod -5%, GAA inh 0%, HttQ103 aggreg -8%, GAA spleen mod -13% and IMPase Li inh 22%.
For COC(=O)CCCC1=CC2=CC(=O)C(C)(OC(=O)c3cccs3)C(=O)C2=CN1c1ccc(CO)cc1 (centres undefined) the results were HTT cytoprotect -11%[10 µM], RGS12 GoLoco inh 9%[14.2 µM], GAA spleen mod -3%[17.4 µM] and IMPase Li inh -7%.
`O=C(CSc1ccccc1)NCCSCc1ccccc1` gave HTT cytoprotect 16%[10 µM], RGS12 GoLoco inh 1%, GAA glycogen mod 3%, GAA inh 4%, HttQ103 aggreg -3%, GAA spleen mod -1% and IMPase Li inh -2%.
`CC(O)(C#CCN1CCCCCC1)c1ccccc1` (centres undefined) gave HTT cytoprotect -4%[10 µM], RGS12 GoLoco inh 22%, GAA glycogen mod 4%, GAA inh -13%, HttQ103 aggreg -13%[9.22 µM], GAA spleen mod 4% and IMPase Li inh 30%[activator].
`COC(=O)CNC(c1ccccc1)c1cc(Cl)ccc1NC(=O)c1cccc(Cl)c1` (centres undefined) gave HTT cytoprotect -1%[10 µM], RGS12 GoLoco inh 7%, GAA glycogen mod -5%, GAA inh 0%, HttQ103 aggreg -16%, GAA spleen mod 1% and IMPase Li inh 17%.
`O=C(O)CC1COc2ccccc2N1C(=O)c1ccccc1Cl` (centres undefined) gave HTT cytoprotect -29%, RGS12 GoLoco inh -5%, GAA glycogen mod -15%, GAA inh inconclusive, HttQ103 aggreg -9%, GAA spleen mod 9% and IMPase Li inh -7%.
Screening C(=C\c1ccccc1)/CSc1nnc(-c2ccncc2)n1Cc1ccco1 returned HTT cytoprotect 5%, RGS12 GoLoco inh -7%, GAA glycogen mod 2%, GAA inh 1%, HttQ103 aggreg -3%, GAA spleen mod 0% and IMPase Li inh 14%[38.3 µM].
Cc1nonc1CN(C)C(=O)CC1C(=O)NCCN1Cc1cccc(C(F)(F)F)c1 (centres undefined) was read as HTT cytoprotect 26%[10 µM], RGS12 GoLoco inh 14%, GAA glycogen mod 9%, GAA inh 1%, HttQ103 aggreg 12%[9.22 µM], GAA spleen mod 4% and IMPase Li inh -8%.
`S=c1[nH]nc(C2CCCCC2)n1/N=C/c1ccc(Br)s1` gave HTT cytoprotect -27%, RGS12 GoLoco inh 14%, GAA glycogen mod -8%, GAA inh inconclusive, HttQ103 aggreg 11%, GAA spleen mod -17% and IMPase Li inh 19%[38.3 µM].
For NS(=O)(=O)c1cccc(NC(=O)CSc2nn(-c3ccccc3)c(=S)s2)c1 the results were HTT cytoprotect 2%[10 µM], RGS12 GoLoco inh 16%, GAA glycogen mod -14%, GAA inh -6%, HttQ103 aggreg 0%, GAA spleen mod 0% and IMPase Li inh 2%.
For CC(=O)Nc1ccc(C(=O)N(C)c2ccccc2)cc1 the results were HTT cytoprotect 6%, RGS12 GoLoco inh 3%, GAA glycogen mod 0%, GAA inh -5%, HttQ103 aggreg inconclusive, GAA spleen mod -2% and IMPase Li inh 18%[38.3 µM].
For CC(C)c1nc(C#N)c(NCCCn2ccnc2)o1 the results were HTT cytoprotect -10%[10 µM], RGS12 GoLoco inh 12%, GAA glycogen mod -15%, GAA inh 1%, HttQ103 aggreg 6%, GAA spleen mod -1% and IMPase Li inh -2%[38.3 µM].
Screening COC(=O)\C(C(C)=O)=C(/C=C/C=C/C=C/N(C)C)N(C)C returned HTT cytoprotect 0%, RGS12 GoLoco inh 142%[activator], GAA glycogen mod 20%, GAA inh -12%, HttQ103 aggreg -28%, GAA spleen mod -8% and IMPase Li inh 2%[38.3 µM].
COc1ccc(C(=O)Nc2ccc3c(c2)C(=O)c2ccccc2C3=O)cc1OC was read as HTT cytoprotect 0%[10 µM], RGS12 GoLoco inh -1%, GAA glycogen mod 4%, GAA inh 2%, HttQ103 aggreg -7%, GAA spleen mod 3% and IMPase Li inh -4%.
Screening COc1ccccc1C(=O)C1CCCN(Cc2ccc3c(c2)OCCO3)C1 (centres undefined) returned HTT cytoprotect 9%[10 µM], RGS12 GoLoco inh 7%, GAA glycogen mod 3%, HttQ103 aggreg 2%[9.22 µM] and GAA spleen mod -2%.
COc1cc2c(cc1OC)CN(Cc1cc(=O)n3c(-c4ccccc4)csc3n1)CC2 was read as HTT cytoprotect -43%[inhibitor], RGS12 GoLoco inh 23%, GAA glycogen mod -15%, GAA inh -1%, HttQ103 aggreg -10%, GAA spleen mod 9% and IMPase Li inh 3%.
CN1CCN(c2nc(-c3cccc(C#N)c3)nc3ccccc23)CC1 was read as HTT cytoprotect -11%, RGS12 GoLoco inh -10%, GAA spleen mod 6% and IMPase Li inh 16%.
For O=C1C2CC=CCC2C(=O)N1c1ccc(OCC(O)Cn2nnc3ccccc32)cc1 (centres undefined) the results were HTT cytoprotect -2%[10 µM], RGS12 GoLoco inh 16%, GAA glycogen mod 1%, GAA inh inconclusive, HttQ103 aggreg -36%, GAA spleen mod -1% and IMPase Li inh 33%[activator][38.3 µM].

Two entries picked at random from the list so far:
For NS(=O)(=O)c1cccc(NC(=O)CSc2nn(-c3ccccc3)c(=S)s2)c1 the results were HTT cytoprotect 2%[10 µM], RGS12 GoLoco inh 16%, GAA glycogen mod -14%, GAA inh -6%, HttQ103 aggreg 0%, GAA spleen mod 0% and IMPase Li inh 2%.
For O=C1C2CC=CCC2C(=O)N1c1ccc(OCC(O)Cn2nnc3ccccc32)cc1 (centres undefined) the results were HTT cytoprotect -2%[10 µM], RGS12 GoLoco inh 16%, GAA glycogen mod 1%, GAA inh inconclusive, HttQ103 aggreg -36%, GAA spleen mod -1% and IMPase Li inh 33%[activator][38.3 µM].
